High-throughput results from PubChem BioAssay.
S-ASM inh: blocks human secretory acid sphingomyelinase; P17405; placental ASM, HMU-PC fluorogenic substrate, 60 min; Potency, µM (series often up to 57.5 µM), for inactives: at the highest dose activity change, negative = inhibition, hits mostly inhibitors; 0.006% of 340,000 active; further: potency means the concentration at half of the fitted maximal effect
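qHTS format. ASM enzyme prepared from human placenta hydrolyses the fluorogenic substrate HMU-PC0 (9 uM final) over 60 min at 37 °C after a 10 min compound preincubation.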
TRPV1 ag: agonists of human vanilloid receptor 1 (TRPV1). Q8NER1. TRPV1-expressing cells, Fluo-8 calcium influx, agonist mode. activation, % at 8.33 µM. 0.19% of 320,000 active; in the data active means activation above about 80%; inconclusive means between about 30% and that limit; further: 0% is about no effect
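TRPV1-expressing cells were cultured overnight at 35.5C and loaded with Fluo-8 calcium dye for 40 to 90 min at room temperature. After a 10 s baseline, compound was added and calcium influx was read kinetically for 3 min (ex 480/em 520 nm).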
Eya2 phos inh: Eya2 (human) phosphatase inhibition | recombinant Eya2, OMFP fluorescence dephosphorylation (OMFP is methylfluorescein phosphate) | 0.006% of 330,000 active | Potency, µM (series often up to 76.9 µM), without a hit: at the top dose activity, negative = inhibition, most hits filed as inhibitors | O00167; further: potency means the concentration at half of the fitted maximal effect; on the % scale 0 is the no-effect control and ±100 the full control effect
Target sequence (O00167 whole entry, looked up): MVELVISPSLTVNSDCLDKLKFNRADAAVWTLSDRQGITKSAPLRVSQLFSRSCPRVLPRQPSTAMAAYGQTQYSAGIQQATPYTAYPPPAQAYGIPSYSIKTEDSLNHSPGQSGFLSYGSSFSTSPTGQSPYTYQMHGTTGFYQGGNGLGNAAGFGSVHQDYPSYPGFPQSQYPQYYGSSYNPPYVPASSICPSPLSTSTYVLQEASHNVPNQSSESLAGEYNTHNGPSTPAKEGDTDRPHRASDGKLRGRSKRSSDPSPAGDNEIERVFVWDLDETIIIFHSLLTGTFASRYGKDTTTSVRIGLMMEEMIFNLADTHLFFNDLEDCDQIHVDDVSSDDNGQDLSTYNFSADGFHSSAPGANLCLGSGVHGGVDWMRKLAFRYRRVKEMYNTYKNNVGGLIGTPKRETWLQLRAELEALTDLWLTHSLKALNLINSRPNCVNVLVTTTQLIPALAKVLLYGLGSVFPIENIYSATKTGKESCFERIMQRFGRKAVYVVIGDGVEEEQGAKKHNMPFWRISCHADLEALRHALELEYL
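Eya2 (0.2 uM) preincubated 10 min at ambient with compound, then OMFP substrate added at 50 uM; 10 min reaction in 50 mM HEPES pH 7.5, 50 mM NaCl, 5 uM MgCl2, 0.05% BSA, 1 mM DTT. Fluorescence read at Ex 485/Em 525 nm.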
p53 reactivation: restores transcriptional activity of mutant p53; Potency, µM (top dose mostly 92.2 µM), without a hit: top-dose activity change, positive = activation, hits mostly activators; AID 504706; 0.063% of 320,000 active; H1299 p53-A138V BP100-luciferase reporter, luminescence, 24 h; further: potency means the concentration at half of the fitted maximal effect; % of control where 0% means no effect; nearly all actives have a fitted effect of over 45% in size
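p53-null H1299 cells stably carrying temperature-sensitive p53-A138V and a BP100-luciferase reporter were pinned with compounds (4-point, 1:5 series) and held 24 hrs at 37 deg C. Luminescence was read 10 min after detection reagent.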
USP2a block: blocks human ubiquitin-specific protease USP2a. USP2 core, Ub-CHOP2 coupled fluorogenic reporter, 485/531. AID 463254. Potency, µM (series often up to 38.3 µM), for inactives: at the top dose activity change, negative = inhibition, most hits filed as inhibitors. 0.01% of 330,000 active;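 further: potency means the concentration at half of the fitted maximal effect; plate controls were DMSO wells for no effect and full inhibition by NEM control for full effect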
Target sequence (O75604 whole entry, looked up): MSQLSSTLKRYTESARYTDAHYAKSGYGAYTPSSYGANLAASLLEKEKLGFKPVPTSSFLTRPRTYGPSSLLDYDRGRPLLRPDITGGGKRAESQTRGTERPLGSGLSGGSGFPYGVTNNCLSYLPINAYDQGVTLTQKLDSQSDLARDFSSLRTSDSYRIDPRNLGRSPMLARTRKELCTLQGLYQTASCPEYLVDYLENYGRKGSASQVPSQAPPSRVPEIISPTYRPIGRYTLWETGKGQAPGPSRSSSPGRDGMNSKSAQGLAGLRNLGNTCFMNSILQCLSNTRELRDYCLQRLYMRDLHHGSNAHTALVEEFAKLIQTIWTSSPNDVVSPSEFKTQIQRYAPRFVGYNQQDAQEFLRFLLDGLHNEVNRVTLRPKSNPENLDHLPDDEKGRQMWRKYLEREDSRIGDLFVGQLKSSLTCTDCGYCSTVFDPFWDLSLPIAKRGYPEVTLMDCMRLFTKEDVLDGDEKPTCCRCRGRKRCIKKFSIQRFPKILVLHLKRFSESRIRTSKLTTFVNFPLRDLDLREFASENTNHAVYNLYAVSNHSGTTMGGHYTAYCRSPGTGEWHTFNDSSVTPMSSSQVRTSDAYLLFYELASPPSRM
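Deubiquitinase activity read as fluorescence (485/531 nm) after Ub-CHOP2 cleavage activates the enterokinase reporter on its substrate; USP2 core 10nM, Ub-CHOP2 and substrate 25nM each, 30min compound preincubation then 60min RT; data normalized to NEM, curves fitted.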
BRCA1 expr up: increases BRCA1 expression. 1.1% of 380,000 active. MCF7-BRCA1-FFLuc reporter, luminescence, 48 h; response scale: scaled: vehicle 0%, 10 µM genistein 100%. Potency, µM (highest dose often 46.1 µM), for inactives: at the top dose activation, hits mostly activators; further: potency means the concentration at half of the fitted maximal effect; nearly all actives have a fitted effect of over 80% in size; some results filed as inactive show a strong effect at the top dose
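MCF7 cells carrying a BRCA1-firefly luciferase reporter (2000 cells/well, phenol-red free MEM) were attached for 2 h at 37 °C, then given compounds for 48 h. Luminescence was read 15 min after luciferase reagent; activity normalized to genistein (10 microM) and DMSO.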
a7 integrin act: activates integrin-mediated alleviation for muscular dystrophy. AID 624291. 0.064% of 350,000 active. alpha7betagal myoblasts, beta-gal FDG fluorescence, 48 h. Potency, µM (series often up to 38.3 µM), inactives show at the highest dose activation, most hits filed as activators;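 further: potency means the concentration at half of the fitted maximal effect; 100% = response of the positive control SU9516; nearly all actives have a fitted effect of over 60% in size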
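Alpha7betagal+/- myoblasts (passage 13) were plated 16-24 hr, then exposed to compounds (1:260 dilution of DMSO stock) for 48 hours at 37C. After MPER lysis, β-galactosidase reporter activity was read as FDG fluorescence (ex 480/em 540) after 30 minutes.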
B2AR arrestin: recruits beta-arrestin to the human beta2-adrenergic receptor. P07550. beta-arrestin recruitment to beta2AR, cell-based reporter. Potency, µM (series often up to 46.1 µM), for the others: at the highest dose activation, most hits filed as activators. 0.02% of 330,000 active. AID 492947;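 further: potency means the concentration at half of the fitted maximal effect; 0% = DMSO controls and full agonism = EC100 isoproterenol or metaproterenol; nearly all actives have a fitted effect of over 65% in size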
TSG101-PTAP inh: blocks PTAP/TSG101 interaction to inhibit HIV-1 budding. Q99816. Fluorescence polarization, FITC-PTAP peptide / Tsg101 binding. Potency, µM (highest dose often 115 µM), for inactives: top-dose activity change, negative = inhibition, most hits filed as inhibitors. 340,000 tested, under 10 active. AID 493005; active means well fitted inhibition curve with a large enough effect in the main read-out, with a control signal flat, not every such curve was filed as active; inconclusive means small, poorly fitted or top-dose-only effect, or effect the other way, or a change in a side signal; inactive means no such curve, though single readings can be large or run the other way; further: potency means the concentration at half of the fitted maximal effect; % of control where 0% means no effect
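Tsg101 binding domain (10 uM final) was mixed with compound and a FITC-labeled PTAP peptide (50 nM final) in HEPES pH 7.5 buffer with NaCl, Tween 20, EDTA and TCEP; fluorescence polarization was read after 20 min at r.t.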
ELG1 genotox: induces genotoxicity in HEK293T cells with luciferase-tagged ELG1 | HEK293T ELG1-luciferase reporter, luminescence, 16 h | Potency, µM (doses to about 46 µM), for the others: at the top dose activity change, positive = activation, usual class: activators | 1.3% of 330,000 active | AID 504466; further: potency means the concentration at half of the fitted maximal effect; % of control where 0% means no effect; nearly all actives have a fitted effect of over 60% in size
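HEK293T cells expressing luciferase-tagged ELG1 were treated with compound or DMSO for 16 hr at 37°C. Luciferase activity was then read after 30 min with ONE-Glo at room temperature; rising signal flags genetic stress.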
uPA generation: cell surface uPA generation inhibition; 0.31% of 330,000 active; Potency, µM (highest dose often 38.3 µM), inactives show at the top dose activity change, negative = inhibition, most hits filed as inhibitors; cell surface uPA generation assay, qHTS; active means well fitted inhibition curve with a large enough effect; inconclusive means small, poorly fitted or top-dose-only effect; inactive means no such curve, though single readings can be large or run the other way; tested in mouse RAW 264.7 cells; further: potency means the concentration at half of the fitted maximal effect; on the % scale 0 is the no-effect control and ±100 the full control effect; nearly all actives have a fitted effect of over 55% in size
Active calls of the source: *; ? = inconclusive; · = not tested or not shown; [ ] = another dose, or the depositor's remark. Unless noted, the call rests on the fitted dose curve; in most records, active means well fitted curve in the direction sought with a large enough effect; inconclusive means small, poorly fitted or top-dose-only effect, or another doubt; inactive means no such curve, though single readings can be large; an effect the other way counts as inactive or inconclusive.

Every second line gives: S-ASM inh, TRPV1 ag, Eya2 phos inh, p53 reactivation, USP2a block, BRCA1 expr up, a7 integrin act, B2AR arrestin, TSG101-PTAP inh, ELG1 genotox, uPA generation
O=C(O)C1C2CCC(O2)C1C(=O)Nc1ccc(F)cc1 (centres undefined)
  -1%, -1, -2%, 21%, -2%, 12%, -24%, -0.1%, -4%, 14%, 1%
CCCn1nc(C(=O)NNC(=O)CCCOc2ccc(OC)cc2)c2ccccc2c1=O
  -1%, 7, 3%, -9%, 0%, 0%, -30%, -0.2%, -1%, -4%, -7%
O=C(COC(=O)Cc1ccc(F)cc1)Nc1ccc(Cl)cn1
  -1%, ?, 13%, 15%, 1%, 0%, 8%, -0.1%, -5%, -4%, -1%
Cc1cc(Cl)ccc1OCC(=O)N/N=C1\CCCc2ccccc21
  -6%, ·, 3%, -3%, 2%, -3%, 7%[7.66 µM], -0.3%, -7%, -3%, ·
CCOC(=O)CC1(c2ccc(OC)c(OC)c2)C(=O)c2ccccc2C1=O
  0%, ·, 0%, -3%, 0%, -1%, -6%, -0.5%, -3%, 7%, -10%
Cc1cc(Br)ccc1OCCCCNCCO
  0%, -2, -3%, -18%, -2%, 4%, -68%[inhibitor], -1.3%, 0%, 0%, 3%
O=C(NCC1CCCO1)C1CCCN1C(=O)Nc1ccc(Cl)cc1 (centres undefined)
  4%, -3, ?, -1%, 0%, 5%, 10%, -0.2%, -8%, -2%, 4%
Cc1cccc(OCCNC(=O)c2ncn[nH]2)c1
  1%, -4, 1%, -3%, -1%, 2%, 12%, 0.4%, -7%, 0%, 1%
COc1ccc(-n2cc(-c3ccc(C)cc3)[n+]3c2SCC3)cc1
  -1%, 0, -10%, -4%, 3%, -85%, ?, -0.3%, -4%, -9%, -8%
COc1ccc(N(CC(=O)Nc2cc(OC)cc(OC)c2)S(=O)(=O)c2c(C)n[nH]c2C)cc1
  4%, -2, -11%, -11%, 1%, -22%, 33%, 0.3%, -2%, -6%, 0%
CN(CC(=O)Nc1cccc(F)c1)C(=O)C1CSC2(C)CCC(=O)N12 (centres undefined)
  7%, -2, -3%, 4%, -1%, 0%, 21%, -0.2%, -2%, -1%, 21%
O=C(c1ccco1)N1CCN(Cc2cccc3ccccc23)CC1
  -1%, 6, 0%, -4%, 1%, -19%, -18%, 0.0%, -5%, 0%, 0%
O=C(Nc1ccc2[nH]c(=O)[nH]c2c1)c1ccc(Br)o1
  -1%, 19, -4%, 4%, 1%, 13%, -14%, -0.2%, -4%, ?, 0%
CN(C)CC1CCC/C(=C/c2ccc(Cl)cc2)C1=O (centres undefined)
  -2%, ·, ·, ·, ·, -82%, -17%, ·, 0%, ·, -3%
COc1ccc(C)cc1N(CC(=O)NC1CCCC1)C(=O)CCC(=O)Nc1cc(C)on1
  2%, 2, 2%, -6%, 3%, -17%, 2%, -0.5%, -2%, 0%, 1%
Nc1ccc(Oc2ncccn2)c(Cl)c1
  1%, 0, 5%, 7%, -1%, 0%, 0%, 0.2%, 0%, 0%, 0%
COCCN1CN=C(Nc2nc(C)c3ccc(C)cc3n2)NC1
  ·, 1, -4%, -14%, 4%, ·, ·, -0.2%, ·, -5%, ·
CCCNC(=O)Nc1cc(S(=O)(=O)CC)ccc1O
  -4%, -3, -1%, -3%, -1%, -12%, -41%, -0.6%, -1%, -4%, 2%
O=C(NC(Cc1c[nH]c2ccccc12)c1nnc2n1CCCCC2)c1ccccc1 (centres undefined)
  1%, -1, 5%, -7%, -1%, 0%, -9%[7.66 µM], 0.0%, -2%, -2%, ·
Cc1ccc(-c2nc(CN(Cc3cnn(C)c3)C(C)C)c(C)o2)o1
  1%, 11, 0%, 3%, -2%, -26%, -19%, 0.4%, 1%, 2%, 2%
Fc1ccccc1/C=C1\CCCC2=C1Nc1ncnn1C2c1ccccc1F (centres undefined)
  ·, -8, -30%, -7%, 4%, ·, ·, -0.2%, ·, -20%, ·
NC1=C(c2ccc([N+](=O)[O-])cc2)C(=O)CO1
  -1%, -1, -3%, 6%, 4%, -21%, -6%, -0.5%, -4%, 3%, -1%
O=C(Nc1nc(-c2cccs2)cs1)c1ccc(S(=O)(=O)N2CCCCC2)cc1
  -1%, 9, 9%, 9%, 2%, -29%, -1%, 0.1%, -2%, 3%, -25%
CCCN(CCC)C1=CC(=[N+]2CCCC2)CC(C)(C)C1
  ·, -2, -3%, 0%, 3%, -74%, -53%[inhibitor], -0.6%, -1%, -4%, -11%
O=C(COC(=O)c1c(F)cccc1Cl)NC(=O)Nc1ccc2c(c1)OCCO2
  4%, 1, 4%, ?, 1%, ?, 18%, -0.8%, 2%, 11%, 4%
CCN(CC(=O)NC(C)(C)C)C(=O)C(c1ccccc1)c1ccccc1
  6%, 9, 1%, 6%, 3%, -10%, 13%, 0.1%, -2%, -2%, 2%
Cc1ccc(/C=C2\S/C(=N/S(=O)(=O)c3cccs3)NC2=O)cc1
  18%, -1, -2%, -5%, 2%, 0%, -12%, 0.4%, -4%, 0%, 20%
CNc1nnc(-c2ccc(C)cc2)c2ccccc12
  -1%, -6, -7%, 2%, -1%, -49%, -42%, -0.8%, -2%, 2%, -7%
CC1(C)CC(=O)C(CS(=O)(=O)c2ccccc2)=C(Cl)C1
  6%, 1, -1%, 7%, 1%, -17%, -73%[inhibitor], -0.3%, -1%, -20%, -14%
COC(=O)c1ccc(SCC(=O)NC2CCCC2)c([N+](=O)[O-])c1
  -2%, 2, -2%, 3%, -1%, 2%, 0%, -0.4%, -1%, 0%, -1%
COC(=O)c1ccc(NC(=O)Nc2cccc(F)c2)cc1
  -4%, ?, -17%, 11%, 2%, 98%, -38%, -0.9%, -1%, 7%, -3%
Fc1cccc(/C=N/NC(=S)Nc2ccccc2Cl)c1
  -3%, -4, -4%, ?, 5%, 89%, 15%, 2.5%, -7%, 22%, 6%
Cc1ccc(NC(=O)C(=Cc2ccc(C(=O)O)cc2)C(=O)Nc2ccc(C)cc2C)c(C)c1
  3%, 0, 3%, -12%, 5%, -85%, -62%[inhibitor], -0.7%, -4%, -25%, ?
O=C(COc1coc(CN2CCN(c3ccccc3)CC2)cc1=O)Nc1ccccc1F
  -2%, -1, -21%, 2%, 0%, -23%, -20%, -0.3%, 0%, -4%, 1%
CCC(c1nc2ccccc2c(=O)n1CCCn1ccnc1)N1C(=O)c2ccccc2C1=O (centres undefined)
  1%, -1, 1%, 1%, 2%, 7%, 5%, 0.0%, -5%, 1%, -7%
Cc1ccc(C(=O)Nc2ccc3c(c2)OCO3)cc1S(=O)(=O)N1CCCC1
  0%, ?, 2%, -5%, 0%, 97%, -2%, -0.5%, -2%, -5%, -8%
CCOC(=O)C1CCCN(C(=O)C(=O)Nc2ccc3nc4n(c(=O)c3c2)CCCCC4)C1 (centres undefined)
  -4%, 0, -2%, ·, 1%, -28%, 17%, 0.4%, -2%, -8%, -5%
CCC(C)c1ccccc1NC(=O)C(C)OC(=O)c1ccco1 (centres undefined)
  2%, -2, -19%, 8%, 3%, 4%, 12%, 0.0%, -2%, 1%, -1%
Fc1ccc(Nc2ncnc3sc4c(c23)CCC4)cc1F
  5%, ?, -6%, -22%, 3%, -10%, 1%, 0.0%, 0%, -3%, 0%
CC(C)C(=O)Nc1nnn(C)n1
  2%, -6, 2%, -18%, 0%, 0%, 18%, 0.0%, -5%, 0%, -1%
CN(C)C(/C=C/Nc1ccc(O)cc1)=C(C#N)C#N
  -3%, 1, -18%, 2%, 2%, 0%, 12%, -0.1%, -1%, 3%, 4%
Cc1ccc(CN(Cc2ccco2)C(=S)NCC(=O)NCc2cccnc2)cc1
  3%, 16, 2%, 0%, -3%, -2%, -28%, 0.5%, 1%, -2%, -6%
CC(C(=O)OCC(=O)c1ccc([N+](=O)[O-])cc1)N1C(=O)C2C3CCC(C3)C2C1=O (centres undefined)
  1%, 0, -7%, 10%, 2%, -2%, -19%, 0.3%, -3%, -1%, 4%
CC(=O)Nc1ccc(Oc2ccc3c(c2)C(=O)NC3=O)cc1
  -2%, 4, 9%, 21%, -3%, -9%, -17%, -0.1%, 2%, 1%, 2%
CCOc1ccc(NC(=O)CN(C)C(=O)COc2cccc3c2OC(C)(C)C3)cc1OCC
  0%, 0, -2%, -2%, 1%, 7%, 0%, 0.0%, -4%, 2%, -4%
CCOC(=O)c1[nH]c(Cc2[nH]c(C(=O)OCC)c(C)c2CCC(=O)OC)c(CCC(=O)OC)c1C
  ?, 7, -3%, -5%, 0%, -1%, 5%, -1.0%, -9%, -3%, 1%
Cc1cc(S(=O)(=O)Nc2nc(CN3CCOCC3)nc3sc4c(c23)CCC4)cc(C)c1C
  -1%, -1, 8%, 0%, 6%, 11%, 27%, -0.1%, -8%, 2%, 1%
